CBFb RUNX1 block: inhibitors of human CBF-beta and RUNX1 interaction. AID 1477. AlphaScreen CBFb-His/RUNX1-biotin binding, biochemical. 230,000 tested, under 10 active. Q01196+Q13951. Potency, µM (series often up to 59.8 µM), without a hit: at the highest dose activity, negative = inhibition, hits mostly inhibitors; note: % of control where 0% means no effect
Target sequence (Q01196 whole entry, looked up): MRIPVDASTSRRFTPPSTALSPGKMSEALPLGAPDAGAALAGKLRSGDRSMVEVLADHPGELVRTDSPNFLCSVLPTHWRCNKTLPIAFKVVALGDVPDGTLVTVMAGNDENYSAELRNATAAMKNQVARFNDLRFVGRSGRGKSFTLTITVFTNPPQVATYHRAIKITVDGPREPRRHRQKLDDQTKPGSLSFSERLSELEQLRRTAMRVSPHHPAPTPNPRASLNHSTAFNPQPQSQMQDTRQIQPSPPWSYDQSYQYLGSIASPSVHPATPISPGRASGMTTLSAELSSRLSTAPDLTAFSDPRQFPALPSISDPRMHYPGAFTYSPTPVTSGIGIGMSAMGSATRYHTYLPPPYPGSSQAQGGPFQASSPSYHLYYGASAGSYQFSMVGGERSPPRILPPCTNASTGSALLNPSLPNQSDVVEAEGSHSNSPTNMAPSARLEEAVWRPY
Target sequence (Q13951 whole entry, looked up): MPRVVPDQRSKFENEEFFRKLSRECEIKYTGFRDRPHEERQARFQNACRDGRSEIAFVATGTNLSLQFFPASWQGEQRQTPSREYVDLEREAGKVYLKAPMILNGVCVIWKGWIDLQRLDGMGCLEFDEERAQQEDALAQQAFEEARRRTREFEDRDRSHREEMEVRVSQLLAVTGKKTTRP
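Bead-based AlphaScreen assay; binding partners His-tagged CBF-beta and biotinylated RUNX1 at 30 nM each. Compound exposure 15 min after a 20-min protein preincubation; bead step 90 min; all steps at room temperature.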
NPSR antag: blocks cAMP signaling of the human neuropeptide S receptor. AID 1461. CHO-NPSR cells, cAMP TR-FRET, antagonist mode. actives 1% (n = 220,000). Potency, µM (doses to about 38.3 µM), without a hit: at the top dose activity change, negative = inhibition, actives largely listed as inhibitors; note: potency is the fitted concentration of half-maximal effect; % is set by controls: 0 for no effect and ±100 for the full control effect; nearly all actives have a fitted effect of over 50% in size; many of its hits are not listed in these tables
aGal spleen mod: inhibits or activates alpha-galactosidase in human spleen homogenate | P06280 | human spleen homogenate, 4MU-alpha-Gal fluorescence, 40 min | Potency, µM (titrated, usually from 80 µM), for the others: at the highest dose activity change, negative = inhibition, hits mostly inhibitors | actives 0.008% (n = 240,000);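 note: potency is the fitted concentration of half-maximal effect; 0% = enzyme with vehicle and -100% = no enzyme basal signal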
Target sequence (P06280 32-429 limits assumed): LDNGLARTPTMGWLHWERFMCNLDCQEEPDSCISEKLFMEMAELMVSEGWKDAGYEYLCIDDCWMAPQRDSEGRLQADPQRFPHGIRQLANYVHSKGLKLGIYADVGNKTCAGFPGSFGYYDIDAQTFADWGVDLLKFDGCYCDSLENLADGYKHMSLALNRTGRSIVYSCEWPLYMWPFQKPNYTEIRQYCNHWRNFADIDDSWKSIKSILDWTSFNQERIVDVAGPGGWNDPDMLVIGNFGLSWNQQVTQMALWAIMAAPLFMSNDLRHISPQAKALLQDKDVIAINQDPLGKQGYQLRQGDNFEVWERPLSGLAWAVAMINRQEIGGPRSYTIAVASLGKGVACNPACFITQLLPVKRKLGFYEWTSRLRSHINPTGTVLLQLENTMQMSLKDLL
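Human spleen homogenate (1 ug) as enzyme source, 4-methylumbelliferyl-alpha-D-galactopyranoside 1 mM final, citrate/phosphate pH 5.0 with 0.01% Tween-20. Compounds 40 min at 37C, NaOH/glycine stop; fluorescence Ex 365/Em 440, Hill-fit AC50.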
KinaseGlo FLuc: counter-screen: inhibitors of Kinase-Glo firefly luciferase. Q27757. Kinase-Glo luciferase, ATP luminescence, 8 min. Potency, µM (highest dose often 38.3 µM), for inactives: at the highest dose activity change, negative = inhibition, most hits filed as inhibitors. actives 0.28% (n = 200,000); note: potency is the fitted concentration of half-maximal effect; % is set by controls: 0 for no effect and ±100 for the full control effect; nearly all actives have a fitted effect of over 60% in size
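Kinase-Glo luciferase light output from ATP and luciferin was measured with 10 uM ATP, within the enzyme's linear range. Buffer: 50 mM imidazole pH 7.2, 50 mM KCl, 7 mM MgCl2, 0.01% Tween 20, 0.05% BSA; luminescence read after 8 min at ambient temperature.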
Lamin A splicing: modulators of lamin A splicing; Potency, µM (top dose mostly 46.1 µM), without a hit: at the top dose ratio change, negative = inhibition, actives largely listed as inhibitors; HeLa LMNA splicing GFP/RFP minigene ratio, 48 h; actives 0.01% (n = 200,000); AID 1487; active = well fitted inhibition curve with a large enough effect in the signal ratio, with a control signal flat, not every such curve was filed as active; inconclusive = small, poorly fitted or top-dose-only effect, or effect the other way, or a change in a side signal; the % refers to the signal ratio; note: potency is the fitted concentration of half-maximal effect; % is set by controls: 0 for no effect and ±100 for the full control effect
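Read-out is the ratio of GFP to DsRed2 object intensity, acquired by 488 nm laser-scanning cytometry on HeLa lamin A-EGFP minigene reporter cells. Compound incubation 48 hrs at 37 °C in Opti-MEM with 2% FBS; DMSO 0.5% final.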
Epigenetic reg: epigenetic control regulation, reporter derepression; murine LDR cells, GFP reporter derepression, 30 h; Potency, µM (series often up to 53.9 µM), without a hit: at the top dose GFP activation, actives largely listed as activators; actives 0.2% (n = 280,000); AID 1865; note: potency is the fitted concentration of half-maximal effect; % of control where 0% means no effect; nearly all actives have a fitted effect of over 60% in size
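GFP-positive cell count by laser-scanning cytometry (objects 20–120 um) after 30 h, 37 C compound exposure of murine LDR cells; reporter is CMV-GFP integrated at a silenced locus, inducible by HDAC or DNMT inhibitors.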
IMPase Li cell: IMPase inhibition in cells with lithium potentiation | CHO-M1 cells, IP1 TR-FRET (IP-One), carbachol + lithium | Potency, µM (top dose mostly 59.4 µM), for inactives: at the highest dose activity, negative = IMPase inhibition, most hits filed as inhibitors | actives 0.35% (n = 210,000);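 note: IP1 builds up when IMPase is blocked and the TR-FRET signal falls; potency is the fitted concentration of half-maximal effect; plate controls were basal vehicle for no effect and high inhibitor control for full effect; nearly all actives have a fitted effect of over 50% in size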
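Readout is a homogeneous TR-FRET IP1 immunoassay (Ex 320, Em 665 and 620), where raised cytosolic IP1 lowers signal. Cells were CHO-M1 treated 30 min at 37C with test compounds plus a little lithium; AC50 values came from Hill-equation fitting.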
The depositor's hits bear a star; ? = inconclusive; / = not tested or not shown; [ ] = another dose, or the depositor's remark. Unless noted, calls come from the whole dose curve; as a rule, active = well fitted curve in the direction sought with a large enough effect; inconclusive = small, poorly fitted or top-dose-only effect, or another doubt; inactive = no such curve, though single readings can be large; an effect the other way counts as inactive or inconclusive. The list is partial; rates above refer to the full screens.

SMILES	CBFb RUNX1 block	NPSR antag	aGal spleen mod	KinaseGlo FLuc	Lamin A splicing	Epigenetic reg	IMPase Li cell
CC(=O)c1ccc(NC(=O)C(C)OC(=O)COc2ccc(C#N)cc2)cc1 (configuration not stated)	5%	3%[46.1 µM]	2%	/	-8%	-0.9%	/
CNc1ncnc2ccc(-c3ccccc3C#N)cc12	/	/	2%	/	9%	/	-4%
O=S1(=O)C=CC(Nc2cccc(Cl)c2)C1 (configuration not stated)	18%	24%[46.1 µM]	3%	-2%	?	0.0%	-4%
COc1ccc(OCC(=O)NC(=S)NNC(=O)COc2ccc(Br)cc2Cl)cc1	-6%	5%	-5%	-2%	/	-2.3%	-4%
CCOC(=O)c1sc(SCC(=O)Nc2ccc(N(C)C)cc2)nc1N	-20%	?	-19%	1%	?	-3.0%	24%[38.3 µM]
O=C(O)c1cc2nc(-c3ccccc3)cc(C(F)(F)F)n2n1	9%	-23%[46.1 µM]	-2%	/	-2%	-7.8%	/
O=C(CN1CCCCC1)Nc1ccc(S(=O)(=O)N2CCOCC2)cc1	3%	18%[46.1 µM]	3%	-5%	0%	-3.6%	21%[38.3 µM]
CC1OC2(OC1C)C(=O)Nc1ccccc12 (configuration not stated)	5%	-9%[46.1 µM]	0%	-4%	6%	-6.8%	9%[38.3 µM]
CC(=O)CSc1cc(C)nc2c(-c3ccccc3)c(C)nn12	3%	-4%	5%	/	/	-0.2%	/
COc1ccc(N=C2C(=O)Nc3ccccc32)cc1	6%	-1%[46.1 µM]	10%	-1%	3%	-0.9%	-14%[38.3 µM]
CCOC(=O)N1CCN(c2nc(C(F)(F)F)nc3c(C)cc(C)cc23)CC1	4%	?	2%	-2%	19%	-0.7%	3%[38.3 µM]
CC(=O)N1CCN(c2ccc(NC(=O)c3cccc(OCc4ccccc4)c3)cc2)CC1	2%	?	2%	-4%	?	2.2%	-8%[38.3 µM]
Cc1noc(C)c1C(=O)Nc1ccc2c(c1)CCC2	6%	2%[46.1 µM]	1%	-11%	9%	0.0%	-5%[38.3 µM]
CC(C)(C)NC(=O)CC1C(=O)NCCN1Cc1c(F)cccc1Cl (configuration not stated)	4%	-10%	0%	6%	/	-0.5%	2%
COc1ccc(OC)c(NC(=S)N2CCN(c3ccccn3)CC2)c1	-5%	-12%[46.1 µM]	0%	-4%	11%	0.0%	-1%[38.3 µM]
CC1Cc2ccccc2N1C(=O)c1cnc2sccn2c1=O (configuration not stated)	1%	1%[46.1 µM]	-4%	0%	-12%	0.5%	28%[38.3 µM]
CCc1ccc(-c2nc(CN3CCC(C(=O)NCCN(CC)c4ccccc4)CC3)c(C)o2)cc1	-10%	?	-1%	0%	12%	0.0%	23%[38.3 µM]
COCCn1c(SCCCc2ccccc2)nc2c1c(=O)[nH]c(=O)n2C	2%	1%[46.1 µM]	-12%	/	-9%	-5.0%	/
CC1CCN(S(=O)(=O)c2ccc(S(=O)(=O)NCc3ccccc3)cc2)CC1	2%	-10%[46.1 µM]	-7%	-5%	4%	0.1%	25%[38.3 µM]
Cc1ccc(-n2ncc3c(NCc4cccnc4)ncnc32)c(C)c1	6%	13%	-16%	-2%	?	-1.0%	2%

2 compounds drawn at random from the list so far:
SMILES	CBFb RUNX1 block	NPSR antag	aGal spleen mod	KinaseGlo FLuc	Lamin A splicing	Epigenetic reg	IMPase Li cell
COc1ccc(OC)c(NC(=S)N2CCN(c3ccccn3)CC2)c1	-5%	-12%[46.1 µM]	0%	-4%	11%	0.0%	-1%[38.3 µM]
CNc1ncnc2ccc(-c3ccccc3C#N)cc12	/	/	2%	/	9%	/	-4%

Continuation.
SMILES	CBFb RUNX1 block	NPSR antag	aGal spleen mod	KinaseGlo FLuc	Lamin A splicing	Epigenetic reg	IMPase Li cell
CCCC(=O)OCC(=O)Nc1ccccc1Sc1ccccc1	-5%	7%	-5%	1%	-8%	-3.2%	7%
COc1cccc(C(=O)Nc2nc(-c3ccc(S(=O)(=O)N4CCOCC4)cc3)cs2)c1	-2%	-16%[46.1 µM]	-2%	-2%	?	0.0%	18%[38.3 µM]
Cc1cc(NC(=O)c2cc3cccc([N+](=O)[O-])c3[nH]2)ccc1F	-24%	-22%	-2%	/	/	-5.4%	/
CC(=O)c1ccc(N2CCN(S(=O)(=O)c3cccc4nsnc34)CC2)cc1	7%	-18%	-2%	2%	-18%[46 µM]	-2.9%	7%
Cc1cccc(NC(=O)Cn2nc([N+](=O)[O-])c(Br)c2C)n1	-3%	0%	-2%	-3%	/	2.3%	5%
c1cc(-c2nnc3n2CCC3)[nH]n1	3%	4%[46.1 µM]	16%	/	6%	0.0%	/
CC1CCN(C(=O)c2cc(Cl)nc3ccccc23)CC1	-3%	-17%[46.1 µM]	-5%	3%	-14%	2.6%	7%
COCC(=O)Nc1nc(-c2ccc(C)cc2)c(C)s1	-1%	4%	2%	2%	6%	-1.0%	5%
O=C(NC1CCCC1)C(c1ccsc1)N(C(=O)Cc1cccs1)c1ccc(F)cc1 (configuration not stated)	4%	-13%[46.1 µM]	-6%	-3%	0%	-1.1%	-5%[38.3 µM]
CC(C)(Oc1ccc(Cl)cc1)C(=O)NCc1ccco1	1%	-5%[46.1 µM]	-6%	5%	3%	1.0%	21%[38.3 µM]
Cc1cc(C(=O)CSc2nc3ccccc3c(=O)[nH]2)c(C)n1C	5%	-20%[46.1 µM]	-12%	0%	-2%	-1.0%	2%[38.3 µM]
O=C(c1cc(Cl)c(=O)n(Cc2ccccc2)c1)N1CCOCC1	2%	-5%[46.1 µM]	1%	0%	4%	1.0%	-1%[38.3 µM]
CC(=O)Nc1ccc(Oc2sc(C(=O)c3ccccc3)c(N)c2C#N)cc1	-6%	-22%[46.1 µM]	6%	0%	?	6.0%	-9%[38.3 µM]
Cc1cccc(-c2noc(-c3cc4ccccc4oc3=O)n2)c1	-4%	-7%[46.1 µM]	-2%	-24%	-1%	1.3%	-4%[38.3 µM]
CC(C)c1ccc(/C=C/C(=O)NCc2ccc(S(N)(=O)=O)cc2)cc1	-4%	6%	-2%	0%	19%[46 µM]	1.1%	11%
Cn1nnnc1SCC(=O)N1CCCc2ccccc21	13%	3%[46.1 µM]	11%	-1%	-7%	2.1%	11%
Cn1nnnc1SCC1=C(C(=O)O)N2C(=O)C(NC(=O)C(OC=O)c3ccccc3)C2SC1 (configuration not stated)	10%	/	-1%	-1%	/	0.8%	12%
CC(=O)N1CCN(C(=S)Nc2cc(S(=O)(=O)N3CCOCC3)ccc2Cl)CC1	6%	8%	0%	-2%	-9%[46 µM]	-0.2%	4%
CSc1nnc(C)c(=O)[nH]1	-10%	-10%[46.1 µM]	0%	0%	-2%	-3.5%	5%
CCOC(=O)N1CCC(N2CCN(CCC(C)C)C(CCO)C2)CC1 (configuration not stated)	-4%	-5%	-2%	-1%	7%[46 µM]	-1.2%	27%

Taken from above:
Epigenetic reg with Cn1nnnc1SCC1=C(C(=O)O)N2C(=O)C(NC(=O)C(OC=O)c3ccccc3)C2SC1 (configuration not stated) = 0.8%
IMPase Li cell with COc1cccc(C(=O)Nc2nc(-c3ccc(S(=O)(=O)N4CCOCC4)cc3)cs2)c1 = 18%[38.3 µM]
CBFb RUNX1 block with CC(=O)N1CCN(C(=S)Nc2cc(S(=O)(=O)N3CCOCC3)ccc2Cl)CC1 = 6%
IMPase Li cell with Cc1cccc(NC(=O)Cn2nc([N+](=O)[O-])c(Br)c2C)n1 = 5%

(list continues)
SMILES	CBFb RUNX1 block	NPSR antag	aGal spleen mod	KinaseGlo FLuc	Lamin A splicing	Epigenetic reg	IMPase Li cell
Cc1cc([N+](=O)[O-])nn1CC(=O)Nc1c(C)n(C)n(-c2ccccc2)c1=O	4%	8%	-2%	-1%	-4%[9.22 µM]	1.1%	-1%
COc1cccc(C2CC(c3cccc(C)c3)n3ncnc3N2)c1 (configuration not stated)	10%	-5%[46.1 µM]	-3%	2%	-5%	-0.8%	22%[38.3 µM]
CCc1ccc(NC(=O)CC2C(=O)NCCN2C(=S)Nc2ccccc2)cc1 (configuration not stated)	5%	-21%	-8%	0%	?	-1.9%	21%
Cc1ccc(C(=O)Nc2ccc(N3CCCC3)cc2)c(C)c1	/	16%	?	/	/	0.0%	33%[activator]
O=C1OC(Nc2cc(Br)cc3cccnc23)c2ccccc21 (configuration not stated)	-10%	3%	0%	-2%	9%	0.0%	-22%
Cc1cc(NC(=O)CSCCc2ccncc2)no1	0%[2.36 µM]	11%	-2%	-3%	8%	4.3%	1%
COc1ccc2cc(/C(C)=N/NC(=S)Nc3cc(S(=O)(=O)N4CCOCC4)ccc3N3CCOCC3)ccc2c1	-14%	-24%	0%	-1%	-7%[9.22 µM]	-0.8%[10.1 µM]	4%
CC1(C)Cc2nc(NCCN3CCOCC3)c(C#N)cc2CO1	2%	1%[7.67 µM]	5%	-5%	2%	0.6%	-13%[38.3 µM]
COc1ccc(OC)c(NC(=O)/C=C/c2ccccc2[N+](=O)[O-])c1	?	-14%	8%	3%	?	1.0%	-8%
COc1ccc(C2=NN(C(=O)c3ccco3)C(c3cc4ccccc4nc3Cl)C2)cc1 (configuration not stated)	13%	-39%	5%	/	/	0.0%	/
Cc1ccc(S(=O)(=O)NCC(=O)OCc2nnc(-c3ccccc3)o2)cc1C	-6%	-13%[46.1 µM]	-18%	-4%	0%	-2.1%	12%[38.3 µM]
Cc1ccc(S(=O)(=O)N(CC(=O)N=Nc2c(O)[nH]c3ccccc23)c2ccc(C)c(C)c2)cc1	-26%	-32%	-1%	0%	?	-1.9%	7%
O=C(NC12CC3CC(CC(C3)C1)C2)c1cc([N+](=O)[O-])ccc1N1CCOCC1	7%	?	-7%	/	/	-0.2%	11%
CCN(CC)CC#CCC(O)(c1ccccc1)C1CCCC1 (configuration not stated)	1%	2%	1%	1%	9%	-1.0%	25%
CCn1ncc(NC(=S)NCCc2ccc(OC)c(OC)c2)c1C(N)=O	0%	14%	-8%	1%	/	1.1%	-4%

Record cards, from the list above:
Shown for O=C(NC12CC3CC(CC(C3)C1)C2)c1cc([N+](=O)[O-])ccc1N1CCOCC1 : CBFb RUNX1 block: 7%; NPSR antag: ?; aGal spleen mod: -7%; KinaseGlo FLuc: /; Lamin A splicing: /; Epigenetic reg: -0.2%; IMPase Li cell: 11%
Shown for Cc1cc(NC(=O)CSCCc2ccncc2)no1 : CBFb RUNX1 block: 0%[2.36 µM]; NPSR antag: 11%; aGal spleen mod: -2%; KinaseGlo FLuc: -3%; Lamin A splicing: 8%; Epigenetic reg: 4.3%; IMPase Li cell: 1%

Screening data deposited in PubChem by National Center for Advancing Translational Sciences (NCATS).
